From PubChem
KCNQ2 block: KCNQ2 channel blockers in CHO-K1 cells – cell-based, FluxOR thallium flux, B-score, primary screen (AID 2156) | O88943 | 20 min; hits give low values | B-score at 10 µM | 310,000 tested, 1.1% active;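 active = fluorescence ratio B-score at most minus 3 library SDs, with starting brightness B-score within 2 library SDs, cut at about -5.5 in these data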
Target sequence (O88943 whole entry, looked up): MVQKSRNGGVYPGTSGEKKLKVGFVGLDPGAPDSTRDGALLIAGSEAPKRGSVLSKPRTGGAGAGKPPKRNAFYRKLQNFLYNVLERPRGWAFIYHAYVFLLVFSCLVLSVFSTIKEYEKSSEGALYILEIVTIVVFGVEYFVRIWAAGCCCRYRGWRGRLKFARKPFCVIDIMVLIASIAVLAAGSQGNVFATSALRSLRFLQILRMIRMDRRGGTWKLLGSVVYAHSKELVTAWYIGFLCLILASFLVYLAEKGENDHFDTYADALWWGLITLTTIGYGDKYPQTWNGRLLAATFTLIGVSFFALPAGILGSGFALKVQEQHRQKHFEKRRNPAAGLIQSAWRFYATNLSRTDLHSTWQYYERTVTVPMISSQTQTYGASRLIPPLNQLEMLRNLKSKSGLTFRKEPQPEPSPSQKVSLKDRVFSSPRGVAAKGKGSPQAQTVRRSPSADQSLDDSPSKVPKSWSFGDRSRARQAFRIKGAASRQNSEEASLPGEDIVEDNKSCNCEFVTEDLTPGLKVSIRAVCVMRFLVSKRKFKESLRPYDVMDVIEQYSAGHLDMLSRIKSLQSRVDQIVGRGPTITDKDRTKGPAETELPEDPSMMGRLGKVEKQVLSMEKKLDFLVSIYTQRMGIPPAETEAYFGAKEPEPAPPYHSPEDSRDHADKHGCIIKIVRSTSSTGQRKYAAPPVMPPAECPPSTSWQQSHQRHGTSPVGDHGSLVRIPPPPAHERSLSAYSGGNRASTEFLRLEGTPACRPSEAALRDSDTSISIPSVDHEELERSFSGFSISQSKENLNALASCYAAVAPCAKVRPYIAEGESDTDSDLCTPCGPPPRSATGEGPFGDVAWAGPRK
CHT block: human CHT choline transport inhibition | Q9GZV3 | CHT-expressing cells, membrane potential dye, choline response; hits give low values | B-score at 10 µM | 310,000 tested, 0.86% active | AID 488975;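 active = B-score over 3 SD under the library average, and starting fluorescence ratio not unusually high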;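 also: choline stimulus applied at its EC90 after an EC20 pre-addition; B-score computed on integrated fluorescence ratio after choline addition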
An asterisk follows results filed as active; i = inactive; · = no result given.

The opening 18 entries (preview)
KCNQ2 block,CHT block,compound
i,i,COc1ccc(C(=O)Nc2ccc(OCC(=O)N3CCOCC3)cc2)c(OC)c1OC
i,i,O=C(Nc1ncn[nH]1)C(F)(F)C(F)F
i,i,CCOc1ccccc1N(CC(=O)N1CCc2ccccc2C1)S(C)(=O)=O
i,i,Cc1ccc(NC(=O)c2ccc(-n3cncn3)c([N+](=O)[O-])c2)cc1F
i,i,CCOc1ccc(OCc2ccc(C(=O)NC(C)C)o2)cc1
i,i,COc1nccc(NCc2ccccc2)c1C#N
i,i,O=C(c1cccc(S(=O)(=O)N2CCc3ccccc32)c1)N1CCCC(C(F)(F)F)C1 (configuration not stated)
i,i,CCCNC(=O)c1c(C)cc(=O)oc1C
i,i,Cc1oc(-c2ccc(Cl)cc2)cc1C(=O)/C(C#N)=C/Nc1ccccc1
i,i,COc1ccc(CNc2nc3nc(-c4ccccc4)cc(=O)n3[nH]2)cc1OC
i,i,Cc1nc(N2CCOCC2)c2c3c(sc2n1)CCC3
i,i,Cc1cc(C)nc(N2CCC(C(=O)N3CCN(c4cc(Cl)ccc4C)CC3)CC2)n1
i,i,Cn1c(=O)oc2cc(S(=O)(=O)NCCC(=O)NCc3ccccc3Cl)ccc21
i,i,Cc1ccc(NCC(=O)Nc2ccc(Br)cc2)cc1F
i,i,C=CCN(CC=C)C(=O)CN1C(=O)NC(Cc2c[nH]c3ccccc23)C1=O (configuration not stated)
i,i,CC(C)c1ccccc1NC(=S)N1CCN(S(=O)(=O)c2cccs2)CC1
i,i,CCOC(=O)CSc1nc2ccccc2n1CC(=O)N(C(C)C)C(C)C
i,i,COc1ccc(C(C(=O)NC2CCCCC2)N(C(=O)c2sc(C)nc2C)c2ccc(C(C)=O)cc2)cc1 (configuration not stated)

The whole of this part, from the first entry:
KCNQ2 block,CHT block,compound
i,i,COc1ccc(C(=O)Nc2ccc(OCC(=O)N3CCOCC3)cc2)c(OC)c1OC
i,i,O=C(Nc1ncn[nH]1)C(F)(F)C(F)F
i,i,CCOc1ccccc1N(CC(=O)N1CCc2ccccc2C1)S(C)(=O)=O
i,i,Cc1ccc(NC(=O)c2ccc(-n3cncn3)c([N+](=O)[O-])c2)cc1F
i,i,CCOc1ccc(OCc2ccc(C(=O)NC(C)C)o2)cc1
i,i,COc1nccc(NCc2ccccc2)c1C#N
i,i,O=C(c1cccc(S(=O)(=O)N2CCc3ccccc32)c1)N1CCCC(C(F)(F)F)C1 (configuration not stated)
i,i,CCCNC(=O)c1c(C)cc(=O)oc1C
i,i,Cc1oc(-c2ccc(Cl)cc2)cc1C(=O)/C(C#N)=C/Nc1ccccc1
i,i,COc1ccc(CNc2nc3nc(-c4ccccc4)cc(=O)n3[nH]2)cc1OC
i,i,Cc1nc(N2CCOCC2)c2c3c(sc2n1)CCC3
i,i,Cc1cc(C)nc(N2CCC(C(=O)N3CCN(c4cc(Cl)ccc4C)CC3)CC2)n1
i,i,Cn1c(=O)oc2cc(S(=O)(=O)NCCC(=O)NCc3ccccc3Cl)ccc21
i,i,Cc1ccc(NCC(=O)Nc2ccc(Br)cc2)cc1F
i,i,C=CCN(CC=C)C(=O)CN1C(=O)NC(Cc2c[nH]c3ccccc23)C1=O (configuration not stated)
i,i,CC(C)c1ccccc1NC(=S)N1CCN(S(=O)(=O)c2cccs2)CC1
i,i,CCOC(=O)CSc1nc2ccccc2n1CC(=O)N(C(C)C)C(C)C
i,i,COc1ccc(C(C(=O)NC2CCCCC2)N(C(=O)c2sc(C)nc2C)c2ccc(C(C)=O)cc2)cc1 (configuration not stated)
i,i,COc1ccc(NC(=S)Nc2ccccn2)c(OC)c1
i,i,CCOCCCNC(=O)c1c(N)n(-c2ccc(S(N)(=O)=O)cc2)c2nc3ccccc3nc12
i,i,O=S1(=O)NC(=NCCc2ccccn2)c2ccccc21
i,i,O=C(CCCCn1c(=O)[nH]c2ccccc2c1=O)NC1CCN(Cc2ccccc2)CC1
i,i,CCOC(=O)Cn1cnc2c(cnn2-c2ccc(OC)cc2)c1=O
i,i,CC(C)(C)NC(=O)NC(=O)CSc1ncccn1
i,i,COc1ccc(NC(=O)C2CCC(C(C)(C)C)CC2)cc1S(=O)(=O)N1CCCCC1 (configuration not stated)
i,i,Cc1ccc(C)c(NC(=S)NNC(=O)c2cc3c(s2)CCC(C)C3)c1 (configuration not stated)
i,i,Cc1ccc(OCC(=O)Nc2ccc(C(N)=O)cc2)cc1
i,i,CCN1CCSc2ccc(C(=O)NCc3cccc(Br)c3)cc21
i,i,COc1ccc(C(=O)NCC(C)NC(=O)c2ccc(OC)c(OC)c2)cc1OC (configuration not stated)
i,i,CN(CC(=O)Nc1ccc(F)cc1)C(=O)COc1ccccc1Cc1ccccc1
i,i,COc1ccc(-n2nc(C(=O)NCC(=O)N3CCCCC3)c3ccccc3c2=O)c(OC)c1
i,i,Cc1cc(C(=O)N/N=C/c2ccc(-c3cccc(Cl)c3)o2)n[nH]1
i,i,CCN(CC(=O)Nc1ccc(NC(C)=O)cc1)C(=O)CCCOc1ccc(C(C)(C)C)cc1
i,i,O=C1C(=O)N(Cc2cccnc2)C(c2cccc([N+](=O)[O-])c2)/C1=C(\O)c1ccc2c(c1)OCCO2 (configuration not stated)
i,i,COc1ccc(C(C)(C)C)cc1NC(=O)C1C2C=CC(C2)C1C(=O)O (configuration not stated)
i,i,O=[N+]([O-])c1cc([N+](=O)[O-])c(N2CCCCCC2)cc1NCCO
i,i,O=C(NCC(=O)N1CCCC1)c1ccc(Cl)cc1
i,i,CC(=O)c1ccc(-n2c(CCC(=O)O)ccc2-c2ccc(Br)cc2)cc1
i,i,CCOC(=O)COc1ccsc1C(=O)OC
-5.88*,i,Cc1ccc(S(=O)(=O)N(C)c2ccccc2C(=O)Nc2c(F)cccc2F)cc1
i,i,CC(C(=O)N1CCN(Cc2ccccc2)CC1)n1ncn2cccc2c1=O (configuration not stated)
i,i,O=[N+]([O-])c1ccc(-c2ccc(S(=O)(=O)N3CCOCC3)cc2)cc1
i,i,CCCCc1cc(=O)oc2c(C)c(OCC(=O)N3CCC(C(=O)O)(c4ccccc4)CC3)ccc12
i,i,C=CCn1c(O)c2ccc(C(=O)N=NC(=O)COc3ccccc3F)cc2c1O
i,i,O=C(O)CCN=C1CCc2ccccc2N1
i,-11.6*,O=C(c1cc2c([nH]c1=O)CCCC2)N1CCc2c([nH]c3ccccc23)C1c1ccccc1F (configuration not stated)
i,i,CC1=C([N+](=O)[O-])C(c2ccc(O)c(O)c2)NC(=O)N1 (configuration not stated)
i,i,CC(=O)N1N=C(c2ccccc2)CC1c1ccccc1 (configuration not stated)
i,i,Fc1cccc(-n2c(-c3cccs3)nc3nc4ccccc4nc32)c1
i,i,CCOC(=O)C1(Cc2ccccc2)CCCN(CCO)C1 (configuration not stated)
i,i,O=C(COC(=O)c1cccnc1Cl)Nc1cccc(S(=O)(=O)N2CCCCC2)c1
i,i,COc1ccc(C2=NC(C)(C)Cc3cc(OC)c(OC)cc32)cc1
i,i,CCc1ccc(Nc2nnc(SCC(=O)Nc3cccc(S(=O)(=O)NC4=NCCCCC4)c3)s2)cc1
i,i,O=S(=O)(c1ccc(F)cc1)N1CCC(c2nc3ccccc3[nH]2)CC1
i,i,CC(NC(=O)Cc1ccccc1)c1cc2c(cc1Br)OCCCO2 (configuration not stated)
i,i,COc1ccccc1C1N(c2ccc(F)cc2)C(=O)C2CCCN21 (configuration not stated)
i,i,COc1ccc(/C=N/NC(=O)Cn2cnc3ccccc3c2=O)cc1
i,i,CC(C)(C)[C@@H]1CCC(=O)N(CC[C@H](N=[N+]=[N-])c2ccccc2)CC1
i,i,O=C(Nc1ccc(Cl)cc1)c1ccc2ncsc2c1
i,i,COc1ccc(NC(=O)c2ccccc2NS(C)(=O)=O)cc1OC

The list continues.
KCNQ2 block,CHT block,compound
i,i,Cc1ncc(CN2CCCC(C(=O)Nc3ccc(-c4cccc(F)c4)cc3)C2)s1 (configuration not stated)
i,i,COc1ccnc(Oc2ccccc2)c1C#N
i,i,CCOC(=O)N1CCC(NC(=O)CCS(=O)(=O)c2ccc3c(c2)CCN3C(=O)CC)CC1
i,i,CC1OC(C)(C)OC1C1CNc2nc(NC(=O)C(C)(C)C)[nH]c(=O)c2N1C(=O)c1cccnc1 (configuration not stated)
i,i,COc1cccc(C(=O)Nc2ccc3c(c2)C(=O)N(CC2CCCO2)C3=O)c1 (configuration not stated)
i,i,COc1ccc2nc(N=Nc3ccc(O)c4ccccc34)sc2c1
i,i,COc1cc(CNc2ccc3[nH]c(=O)[nH]c3c2)ccc1OCc1cccc(C)c1
i,i,Cc1nn(CCCC(=O)Nc2cccnc2Cl)c(C)c1[N+](=O)[O-]
i,i,CC(Sc1cccc[n+]1[O-])C(=O)Nc1ccc([N+](=O)[O-])cc1Cl (configuration not stated)
i,i,CCCC(=O)Nc1ccc(Cl)c(NC(=O)c2ccco2)c1
i,i,COC(=O)COc1ccc(C(C2C(=O)CC(C)(C)CC2=O)C2C(=O)CC(C)(C)CC2=O)cc1
i,i,CCOc1ccc(S(=O)(=O)N(C)CC(=O)NC2CCCC2)cc1
i,i,CCCC(=NCc1ccccc1)C1=C(O)C(C(=O)OC)C(C)(C)CC1=O (configuration not stated)
i,i,NC(=O)C1CCN(C(=O)/C(=C/c2ccco2)NC(=O)c2ccccc2)CC1
i,i,O=C(CN1C(=O)/C(=C/c2ccc(Cl)cc2)SC1=S)NC1C=CS(=O)(=O)C1 (configuration not stated)
i,i,O=C1CCC([N+](=O)[O-])C(c2ccc(Cl)c([N+](=O)[O-])c2)N1 (configuration not stated)
·,i,COc1ccc(C2C(C(=O)c3ccco3)=C(O)C(=O)N2CCc2ccccc2)cc1OC (configuration not stated)
i,i,CCCN1C(=O)CC(c2ccco2)Sc2ccccc21 (configuration not stated)
i,i,O=C(Nc1c2c(nn1-c1ccccc1)CS(=O)(=O)C2)c1ccccc1Br
i,i,COc1ccc(/C=C(\NC(=O)c2ccc(C)cc2)C(=O)NCCCN2CCOCC2)cc1OC
i,i,COCCN1CCN(Cc2cn[nH]c2-c2cc3ccccc3o2)CC1
i,i,O=C(COC(=O)c1cccnc1)Nc1ccc(F)cc1
i,i,CCn1c2ccccc2c2cc(NC(=O)COC(=O)c3cc(S(=O)(=O)N4CCCCC4)ccc3Cl)ccc21
i,i,CC(C)(C)NS(=O)(=O)c1ccc(OCC(=O)NCc2ccco2)cc1
i,i,CN1CCN(Cc2nc3c(c(=O)[nH]c(=O)n3C)n2Cc2c(F)cccc2Cl)CC1
i,i,S=C(Nc1cccc(Cl)c1)N1CCN(c2ccccn2)CC1
i,i,O=C(CSc1nccn1-c1cccc(Cl)c1)NC1CCCC1
i,i,CC(=O)Nc1cccc(OCCCNC(=O)c2cccc3ccccc23)c1
i,i,Cc1cc(Br)ccc1OCC(=O)N1CCCCCC1
i,i,O=C1/C(=C/c2ccccc2)SC(=S)N1CC(=O)N1CCCCC1c1cccnc1 (configuration not stated)
i,i,COC(=O)c1ccc(CSc2nc(-c3ccco3)cc(C(F)(F)F)n2)o1
i,i,c1ccc2c(c1)ncn2-c1ncnc2sc3c(c12)CCCC3
i,i,COc1ccc(S(=O)(=O)Oc2ccc3c(c2)O/C(=C\c2cccnc2)C3=O)cc1
i,i,N/C(=N/OC(=O)c1ccccc1Cl)c1nonc1N
i,i,Cc1cccc(C)c1NC(=O)N1CCC(C(=O)c2ccc(F)cc2)CC1
i,i,O=C(c1cccc([N+](=O)[O-])c1)c1ccc2c(c1)OCCOCCOCCOCCO2
i,i,Cc1ncc(CN2CCCC(C(=O)Nc3ccc(-c4cscn4)cc3)C2)cn1 (configuration not stated)
i,i,CCN(CC(=O)NCc1ccncc1)S(=O)(=O)c1ccc(OC)cc1
i,i,CC(Sc1nnc(CNC(=O)c2ccco2)n1C)C(=O)Nc1nccs1 (configuration not stated)
i,i,O=C(COC(=O)/C=C/c1ccc(S(=O)(=O)N2CCOCC2)cc1)NCc1ccc2c(c1)OCO2
i,i,C#CCOc1c(Br)cc(/C=C2/C(=O)ON=C2C)cc1OC
i,i,COc1ccccc1NC(=S)NNC(=O)c1nn(C)cc1Cl
·,i,CC(C)(Oc1ccc(C2CC2(Cl)Cl)cc1)C(=O)O (configuration not stated)
i,i,CCOC(=O)c1ccc2c(c1)n(CCCS(=O)(=O)[O-])c(/C=C/c1ccc(Cl)cc1)[n+]2CC
i,i,Nn1cnnc1N/N=C/c1ccccc1C(F)(F)F
i,i,CC(=O)c1cccc(NC(=O)COC(=O)c2n[nH]c3ccccc23)c1
i,i,CCOc1ccc(OCC(=O)N2CCC3(CC2)CC(=O)c2ccccc2O3)cc1
i,i,CCOC(=O)c1[nH]c(=O)[nH]c1CSc1ccccn1
i,i,CC(NC(=O)c1ccc(C(C)(C)C)cc1)C(c1cccs1)N1CCOCC1 (configuration not stated)
i,i,O=C(Nc1ccc(S(=O)(=O)Nc2ncccn2)cc1)c1ccc(S(=O)(=O)N2CCCC2)cc1
i,i,COc1ccc(SC[C@H](Cc2ccccc2)N2CCN(CCc3ccccc3)CCC2=O)cc1
i,i,O=C(/C=C/c1ccc(Cl)cc1Cl)c1nc2ccccc2[nH]1
i,i,O=C(NC1CC1)c1ccc2c(c1)ncn2C1CCCC1
i,i,CCn1c(CNC(=O)c2ccccc2F)nnc1SCC(=O)NC1CCCCC1C (configuration not stated)
i,i,CC1CCCCC1NC(=O)c1cc2c(=O)n3ccccc3nc2n1C (configuration not stated)
i,i,O=C(NCc1ccc(F)cc1)C(c1ccccc1)N(C(=O)c1csnn1)c1ccccc1 (configuration not stated)
-6.85*,i,O=S(=O)(NCCSCc1c(Cl)cccc1Cl)c1ccc2c(c1)OCCO2
i,i,CS(=O)(=O)NN1C(=O)c2ccccc2NC1c1ccccc1 (configuration not stated)
i,i,Cc1nc(SCc2ccc(F)cc2)c2oc3ccccc3c2n1
